SUMO Mot1 rescue: yeast Mot1-301 growth rescue at high temperature, primary screen, SUMOylation pathway inhibitor project, S. cerevisiae, ATP luminescence, 38.5C. actives 1% (n = 320,000). AID 2716, 2010. growth rescue, % at 18.8 µM. S. cerevisiae Mot1-301 growth rescue; percent above DMSO median, 100 means doubled;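 active = every valid replicate shows activation above 250% relative to neutral control wells; inactive = the rest, any valid replicate at or below 250%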;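 note: OY570 slx delta 5 strain wells were the positive control but not used for scaling; some compounds called inactive have numbers as strong as hits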
MOR-DOR inv ag: inverse agonists of MOR-DOR heterodimerization, primary screen, cell-based, luminescence | actives 0.21% (n = 340,000) | Mu-type opioid receptor (Homo sapiens) + Delta-type opioid receptor (Homo sapiens), … | cell-based MOR-DOR heterodimer luminescence, inverse agonism | inhibition, % at 9.3 µM | AID 504357, 2011; in the data active = inhibition above about 22%, passing the limit was not always enough;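 note: 0% = cells with DMSO and 100% = wells without cells with DMSO; values of inactives mirror those of a sister screen read the other way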
Ecoli viability: E. coli V3065 growth inhibition, primary screen, counter-screen for AddAB inhibitor project, absorbance, OD600. 18 h. inhibition, % at 11.9 µM. actives 0.27% (n = 330,000). AID 449728, 2010;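 active = inhibition above the campaign's mean inhibition across all tested compounds plus 3 SD, cut at about 9.9% in these data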;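 note: uninfected addAB+ strain grown without phage in ampicillin broth; 0% = DMSO wells and 100% = ciprofloxacin 0.95 µg/ml wells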
HTR5A inv ag: HTR5A inverse agonists in luminescence cell assay, primary screen, counter-screen for OPRM1-OPRD1 heterodimer inverse agonist project, full-deck HTS. AID 504634, 2011. HTR5A cell line, inverse agonism. inhibition, % at 9.3 µM. actives 0.083% (n = 340,000). 5-hydroxytryptamine receptor 5A (Homo sapiens), P47898; in the data active = inhibition mostly above about 23%, no sharp cut-off; inactive = mostly below about 18%;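 note: 0% = cells with DMSO and 100% = no-cell wells with DMSO; some compounds called inactive have numbers as strong as hits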
Target sequence (P47898 whole entry, looked up): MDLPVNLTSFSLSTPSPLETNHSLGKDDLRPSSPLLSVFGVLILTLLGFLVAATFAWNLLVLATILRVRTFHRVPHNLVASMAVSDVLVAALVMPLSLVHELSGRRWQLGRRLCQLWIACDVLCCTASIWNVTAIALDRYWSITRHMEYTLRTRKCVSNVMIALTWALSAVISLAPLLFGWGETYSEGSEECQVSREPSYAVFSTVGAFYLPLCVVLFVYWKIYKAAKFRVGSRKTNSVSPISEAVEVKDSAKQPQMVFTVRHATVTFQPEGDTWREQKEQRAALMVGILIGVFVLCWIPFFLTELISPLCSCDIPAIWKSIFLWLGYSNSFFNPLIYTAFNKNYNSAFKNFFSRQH
HTR5A ag: HTR5A agonists in luminescence cell assay, primary screen, counter-screen for OPRM1-OPRD1 heterodimer agonist project, full-deck HTS | cell-based | activation, % at 9.3 µM | actives 0.61% (n = 340,000) | AID 504692, 2011; in the data active = activation mostly above about 9.5%, no sharp cut-off; inactive = mostly below about 7.6%;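 note: 0% = cells with vehicle only and 100% = reference agonist; strong numbers were not always called active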
PKA-R1A act: activators of PKA-R1A holoenzyme, primary screen, biochemical, fluorescence polarization, Cy5-IP20, bovine R1A, mouse PKAc. activation, % at 11.4 µM. PKA-R1A dissociation; scaled: DMSO 0%, 113 µM cGMP 100%. AID 504707, 2011. cAMP-dependent protein kinase type I-alpha regulatory subunit (Bos taurus) + …. actives 0.083% (n = 340,000);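 active = percent activation above the mean of all tested compounds plus 3 SD, cut at about 19% in these data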;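 note: higher means more PKAc released from R1A so a rise in polarization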
phage Ecoli inh: growth loss of phage-infected E. coli, primary screen, RecBCD inhibitor project, absorbance, with phage, HTS; actives 0.26% (n = 360,000); inhibition, % at 11.9 µM; in the data active = inhibition above about 11%
OPRM1-OPRD1 ag: agonists of OPRM1-OPRD1 heterodimerization, primary screen, cell-based, luminescence | activation, % at 9.3 µM | actives 0.3% (n = 340,000) | cells; in the data active = activation above about 18%;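 note: 0% = vehicle-treated cells and 100% = reference agonist; values of inactives mirror those of a sister screen read the other way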
PfHsp90 yeast 2: growth inhibition of PfHsp90-expressing yeast, primary screen, antimalarial PfHsp90 inhibitor project, S. cerevisiae, BacTiter-Glo luminescence, single point, set 2; BacTiter-Glo ATP, 48 h; yeast lacking PDR1 and PDR3 efflux regulators; inhibition, % at 9.4 µM; actives 0.32% (n = 310,000); AID 504621, 2011;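 active = every replicate shows inhibition above about 80%, whatever the replicate mean, limit read from the data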;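 note: 0% = DMSO neutral controls and 100% = 20 µM radicicol positive controls; yeast relying on Plasmodium falciparum Hsp90 in place of its own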
AddAB inh: growth inhibition of E. coli expressing H. pylori AddAB, primary screen, AddAB inhibitor project, absorbance. inhibition, % at 11.9 µM. actives 0.29% (n = 330,000). AID 435030, 2010; in the data active = inhibition above about 12%;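 note: 0% = vehicle wells of infected cells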
DSG3 Ab inh: inhibitors of pemphigus antibody binding to DSG3, primary screen, biochemical, bead-based, flow cytometry, scFv-GFP. Desmoglein-3 (Homo sapiens), P32926. DSG3-coupled beads, scFv-anti-DSG3-GFP binding; active compounds read low. binding (percent of control), % at 10 µM. actives 0.48% (n = 310,000). AID 588358, 2011;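 active = binding more than 3 SD below its plate's average and above zero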;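 note: hits lower antibody fragment binding to DSG3; some compounds called inactive have numbers as strong as hits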
* marks the source's active call; other numbers are inactive results; x = no result given.

SMILES	SUMO Mot1 rescue	MOR-DOR inv ag	Ecoli viability	HTR5A inv ag	HTR5A ag	PKA-R1A act	phage Ecoli inh	OPRM1-OPRD1 ag	PfHsp90 yeast 2	AddAB inh	DSG3 Ab inh
N#CC1(Cc2ccc(Cl)cc2)c2ccccc2C=CN1C(=O)c1ccccc1 (stereo not given)	-7	10	0.1	-2	4	-15	3.5	-1.7	0	0.8	96
COc1ccccc1NC(=O)N1CCCC1C(=O)NCc1ccc(F)cc1 (stereo not given)	-1	1	-2.1	-23	9	-3	0.7	-0.2	x	0.6	x
C/C(=N\NC(=S)NCc1ccccc1)c1ccc2ccccc2c1OC(F)F	0	-11	3.4	54*	-22	-12	-0.9	2.1	6	4.1	99
CC(=O)c1cc(CN2CCN(C3CCCCC3)C(CCO)C2)cs1 (stereo not given)	-17	12	-1.4	-3	1	10	4.0	-1.8	13	0.3	83
CCc1c(C)nc(N)nc1Cl	0	13	0.0	0	0	4	-0.3	-2.6	-25	1.5	99
CSc1ccc(CN(C)CC(=O)Nc2c(F)cccc2F)cc1	12	1	-0.5	-6	2	-1	0.3	-0.2	24	-0.8	115
COC(=O)c1cccc(NC(=O)c2ccccc2)c1	-5	6	0.7	-8	0	-14	2.5	-1.2	-2	1.2	112
O=C(NCc1nc2ccccc2[nH]1)C1=C[C@@H](C2CCCCC2)C[C@@H](OCc2ccc(CO)cc2)O1	6	-25	2.2	4	-1	-11	3.1	4.5	8	2.8	100
COc1cc(Cl)cc(C(c2c(C(=O)O)[nH]c3ccccc23)c2c(C(=O)O)[nH]c3ccccc23)c1O	-18	12	0.0	5	-2	-6	-0.2	-2.4	19	2.3	108
Cc1ccc(C)c(OC2=NS(=O)(=O)c3ccccc32)c1	-4	10	-2.9	7	-3	-4	1.2	-2.0	-34	-1.0	102
COc1ccnc(N2CCN(c3ccccc3)CC2)c1C#N	-13	11	1.6	9	-6	3	4.7	-1.8	8	1.8	119
Nc1ccc(Oc2ccc3c(c2)C(=O)N(CC2CCCO2)C3=O)cc1 (stereo not given)	284*	11	-2.2	-18	4	-8	0.9	-2.2	1	-1.5	91
Cc1ccc2nc(Nc3ccc(C)c(Cl)c3)c3nncn3c2c1	2	-13	-0.8	6	-2	-2	-0.3	2.5	-41	-0.7	97
COc1ccccc1NC(=O)Cn1c(CN2CCCCC2)nc2ccccc2c1=O	0	10	1.4	16	-2	-9	1.0	-1.7	12	6.8	99
CCOc1ccc(Nc2cc(=O)[nH]c(=O)[nH]2)cc1	-15	7	-1.0	-10	0	7	1.3	-1.2	6	0.3	113
O=C(Nc1ccncc1)c1ccc2c(c1)C(=O)N(C1CCCCC1)C2=O	-4	-4	-0.8	-12	6	-14	3.8	0.7	-20	1.2	110
CCCNC(=O)Cc1c(C)n(C(=O)c2ccc(Cl)cc2)c2ccc(OC)cc12	-9	6	2.3	-4	-4	2	-0.9	-1.2	4	5.2	116
CCOCc1cc(CN2CCC(CCC(=O)NC3CC3)CC2)ccc1OC	58	6	0.8	-10	3	-2	2.7	-1.2	3	-0.4	107
O=C(CNC(=O)c1ccco1)N=Nc1c(O)[nH]c2ccc([N+](=O)[O-])cc12	11	19	1.8	-8	3	-7	-0.5	-2.6	-10	3.6	x
CCOC(=O)c1sc2nc(CSc3ccccc3Cl)[nH]c(=O)c2c1C	2	-21	-1.9	-1	0	-4	3.5	4.0	-2	2.4	101

The closing five compounds of the part above open the next one.
SMILES	SUMO Mot1 rescue	MOR-DOR inv ag	Ecoli viability	HTR5A inv ag	HTR5A ag	PKA-R1A act	phage Ecoli inh	OPRM1-OPRD1 ag	PfHsp90 yeast 2	AddAB inh	DSG3 Ab inh
O=C(Nc1ccncc1)c1ccc2c(c1)C(=O)N(C1CCCCC1)C2=O	-4	-4	-0.8	-12	6	-14	3.8	0.7	-20	1.2	110
CCCNC(=O)Cc1c(C)n(C(=O)c2ccc(Cl)cc2)c2ccc(OC)cc12	-9	6	2.3	-4	-4	2	-0.9	-1.2	4	5.2	116
CCOCc1cc(CN2CCC(CCC(=O)NC3CC3)CC2)ccc1OC	58	6	0.8	-10	3	-2	2.7	-1.2	3	-0.4	107
O=C(CNC(=O)c1ccco1)N=Nc1c(O)[nH]c2ccc([N+](=O)[O-])cc12	11	19	1.8	-8	3	-7	-0.5	-2.6	-10	3.6	x
CCOC(=O)c1sc2nc(CSc3ccccc3Cl)[nH]c(=O)c2c1C	2	-21	-1.9	-1	0	-4	3.5	4.0	-2	2.4	101
Cc1cc(=O)oc(C)c1C(=O)NCCN1CCOCC1	124	4	1.0	-10	4	13	4.2	-0.8	4	-0.3	98
CC1CC2(C)Oc3ccccc3C3OCC1(CO)C(C)C32 (stereo not given)	9	4	-0.4	-25	-1	-3	-1.0	-0.6	x	0.4	121
COc1ccc(C2(NC(C)=O)CCN(C(=O)c3ccco3)CC2)cc1	-4	1	-0.1	3	1	13	0.6	-0.1	-15	-1.9	100
CC(=O)Nc1ccc(NS(=O)(=O)Cc2ccccc2)cc1	327	12	-0.9	0	0	0	0.9	-2.0	-10	-0.1	102
Cc1ccc(NC(=O)CCn2c(=O)c3cccn3c3ccccc32)c(C)c1	21	16	-1.7	-19	-2	-6	1.4	-3.0	-17	2.7	101
COc1ccc(C)cc1NC(=O)COCC(=O)O	-10	10	-0.6	-1	0	-6	2.4	-1.9	21	0.8	96
O=C(Nc1ccc(S(=O)(=O)Nc2ncccn2)cc1)C(F)(F)F	-1	14	2.5	-4	1	2	3.7	-2.8	4	2.3	113
O=C(CCS(=O)(=O)c1ccccc1)Nc1ccc(-c2nc3ccccc3s2)c(O)c1	1	-21	2.4	-8	2	-3	0.4	3.7	2	3.8	98
Cc1ccccc1-n1c(=O)c2ccccc2n2c(=O)[nH]nc12	16	12	-0.6	-28	-1	4	0.9	-2.1	-9	2.0	108
Cc1ccnc(NC(=O)CCN2C(=O)c3ccccc3S2(=O)=O)n1	x	3	x	3	-1	0	6.2	-0.4	-13	x	x
O=C1CSC(=Nc2cccc(Cl)c2Cl)N1	13	15	1.0	-6	2	-6	1.6	-3.2	7	3.6	102
CN(Cc1ccccc1)C(=O)CN(C1CCCCC1)S(C)(=O)=O	229	-1	-3.0	-13	1	5	-0.2	0.1	-4	-2.8	x
Cc1cc(Cl)ccc1OCC(=O)Nc1nc(-c2cccs2)cs1	410	-14	-1.1	-9	5	2	1.4	2.3	-24	2.8	102
CSc1ccccc1NS(=O)(=O)c1ccccc1	182	-3	-1.3	-13	1	-9	3.5	0.6	x	1.3	109
O=C(N/N=C/c1cc(Br)cc([N+](=O)[O-])c1O)c1ccc(NC(=O)c2ccc(F)cc2)cc1	33	8	0.9	-2	1	-9	1.1	-1.4	5	6.2	90
CNCC(O)COc1cccc(OC)c1 (stereo not given)	x	-3	1.4	-18	7	-12	0.7	0.7	33	-0.3	108
C/C(=N\Nc1nc(C)cc(-c2ccccc2)n1)c1cccc(N)c1	8	10	-1.4	6	-3	3	1.8	-2.0	-8	2.6	98
Cc1ccc(NC(=S)N2CCOCC2)c(C)c1	x	10	2.3	14	-4	6	2.3	-1.8	9	0.7	x
Cc1ccnc2nc(C(=O)Nc3nnc(-c4ccccc4)o3)nn12	403	13	-0.7	16	-6	-5	1.2	-2.4	11	0.7	97
O=C(CCC1CCCN(C(=O)c2ccsc2)C1)N1CCN(c2ccccn2)CC1 (stereo not given)	45	8	0.3	11	1	-16	0.5	-1.6	-9	3.5	88
COc1ccc(-c2cc(C(=O)NCCN3CCOCC3)c3ccccc3n2)cc1	9	4	-0.2	-3	0	-8	2.5	-0.6	-5	2.0	x
CCc1ccc(C2=CSC3=NCCN23)cc1	3	8	0.7	-6	1	4	5.9	-1.7	2	-3.0	102
CC(C)(C)C(=O)Nc1cc(S(=O)(=O)Nc2ccc(Cl)cc2)ccc1O	6	19	0.3	-27	7	-8	4.1	-3.5	-21	0.3	108
Cc1nn(C)c(C)c1S(=O)(=O)N1CCCC(C(=O)NCCc2ccc(Cl)cc2)C1 (stereo not given)	-21	6	1.1	2	-1	5	3.0	-1.0	-20	3.1	x
COc1ccc(C)cc1NC(=O)c1nn(C)c(C(=O)Nc2cc(C)ccc2OC)c1[N+](=O)[O-]	10	15	1.3	-8	2	-2	0.1	-3.0	-2	-2.0	120
O=C(c1ccccc1Cl)N(Cc1ccc(Cl)c(Cl)c1)N1C(=O)CCCC1=O	-7	10	-0.2	-33	3	2	2.4	-1.9	10	3.9	89
CCCCS(=O)CC(COC)OC(=O)c1ccccc1 (stereo not given)	11	-6	2.0	5	-2	5	2.4	0.9	21	5.0	89
Cc1nc2sc(C(c3cccs3)N3CCOCC3)c(O)n2n1 (stereo not given)	-7	2	0.3	-5	-1	-1	3.3	-0.4	5	0.8	101
CCCCN(C(=O)c1c(C)noc1C)c1c(N)n(CCC)c(=O)[nH]c1=O	-6	10	-2.1	-37	13	3	0.2	-2.4	-29	0.2	x
Cc1c(CCC(=O)N[C@@H](CC(C)C)C(=O)O)c(=O)oc2cc3oc4c(c3cc12)CCCC4	3	2	0.0	-10	3	2	0.9	-0.4	-3	0.6	98
CC(C)(C)C1CCC(=NNC(=S)Nc2cccnc2)CC1 (stereo not given)	88	5	-2.3	33	2	2	2.3	-1.0	8	1.5	100
CCCCN(CC)C(=O)c1cc2c(=O)n3cccc(C)c3nc2s1	-16	-4	-0.6	-17	4	-8	2.4	0.8	0	-3.1	92
